# Compound activity: PubChem BioAssay, several laboratories
# Ecoli viability: E. coli V3065 growth inhibition, primary screen, counter-screen for AddAB inhibitor project, absorbance, OD600; AID 449728, 2010; inhibition, % at 11.9 µM; 18 h; actives 0.27% (n = 330,000);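 active = inhibition above the campaign's mean inhibition across all tested compounds plus 3 SD, cut at about 9.9% in these data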;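 also: uninfected addAB+ strain grown without phage in ampicillin broth; 0% = DMSO wells and 100% = ciprofloxacin 0.95 µg/ml wells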
# SR-BI DiI-HDL act: activators of SR-BI mediated DiI-HDL uptake, primary screen, ldlA[mSR-BI] CHO cells, DiI fluorescence; activation, % at 12.5 µM; 3 h; 100 = double the neutral-control signal; actives 0.096% (n = 320,000);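 active = mean replicate activation of at least 60% and every replicate at or above 60%; inconclusive = mean or all-replicate condition met, but not both; inactive = mean below 60% and not all replicates reaching 60%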;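 also: 0% = median plate neutral-control signal and 100% = twice that signal; values of inactives mirror those of a sister screen read the other way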
#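 Test system: SR-BI-overexpressing, LDLR-lacking CHO cells; Medium: Ham's F12 with 0.5% BSA, HEPES 25 mM, pH 7.4; Schedule: 3 h, 37 °C; Technique: bottom-read fluorescence, 550/595 nm.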
# CAL PDZ FP-1: untagged CAL PDZ binding inhibitors, primary screen, biochemical, fluorescence polarization, HTS; inhibition, % at 24.9 µM; AID 602252, 2012; actives 0.92% (n = 300,000); purified CAL PDZ, TMR-peptide fluorescence polarization, 1 h;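 active = mean inhibition of at least 30% with at least half of replicates also reaching 30%; inconclusive = no clear call, values can overlap the other calls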;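 also: 0% = DMSO neutral control and 100% = excess unlabeled competitor peptide PRC23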
# SR-BI HDL uptake: inhibitors of SR-BI mediated HDL lipid uptake, primary screen, ldlA[mSR-BI] cells, fluorescence, single point; Scavenger receptor class B member 1 (Mus musculus), Q61009; ldlA[mSR-BI] CHO cells, DiI-HDL uptake fluorescence, 3 h; inhibition, % at 12.5 µM; actives 0.96% (n = 320,000); AID 488896, 2010;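 active = mean replicate inhibition of at least 70% and a set share of replicates each scoring 70 or more; inconclusive = meets just one of the two criteria; inactive = fails both criteria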;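 also: 0% = median of neutral control wells and 100% = median of positive control wells; values of inactives mirror those of a sister screen read the other way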
# Target sequence (Q61009 whole entry, looked up): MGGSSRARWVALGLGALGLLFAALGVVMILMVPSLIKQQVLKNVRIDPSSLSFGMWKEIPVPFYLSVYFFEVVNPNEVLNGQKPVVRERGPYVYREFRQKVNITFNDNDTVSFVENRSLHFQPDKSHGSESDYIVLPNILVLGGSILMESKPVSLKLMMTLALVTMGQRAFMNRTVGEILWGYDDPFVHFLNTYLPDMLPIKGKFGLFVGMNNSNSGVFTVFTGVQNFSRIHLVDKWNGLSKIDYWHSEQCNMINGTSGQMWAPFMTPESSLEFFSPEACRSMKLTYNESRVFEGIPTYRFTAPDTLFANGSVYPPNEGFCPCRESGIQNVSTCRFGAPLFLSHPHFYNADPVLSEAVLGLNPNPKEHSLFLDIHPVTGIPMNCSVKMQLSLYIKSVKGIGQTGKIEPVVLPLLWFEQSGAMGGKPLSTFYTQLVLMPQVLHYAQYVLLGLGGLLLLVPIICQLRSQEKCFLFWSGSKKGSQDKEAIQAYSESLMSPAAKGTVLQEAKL
# CAL PDZ FP-2: CAL PDZ peptide-binding inhibitors, primary screen, biochemical, fluorescence polarization, Cer-tagged CAL PDZ, HTS. Golgi-associated PDZ and coiled-coil motif-containing protein (Homo sapiens), Q9HD26. purified CAL PDZ, TMR-peptide fluorescence polarization, 1 h. inhibition, % at 20 µM. actives 0.02% (n = 330,000). AID 504414, 2011;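 active = highest replicate inhibition of at least 40%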;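 also: plate controls were DMSO neutral control wells for no effect and unlabeled competitor peptide control wells for full effect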
#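 material = purified tagged CAL PDZ domain construct (CerCALP) | compound dosing = 20 µM, one dose | times = 1 h at RT | measured by = fluorescence polarization from S- and P-plane intensities, G-factor corrected | read-out = inhibition from polarization loss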
# Tat transport: E. coli Tat export inhibitors, primary screen, MC4100, TorA-mCherry reporter, fluorescence, single point. actives 0.036% (n = 340,000). inhibition, % at 10 µM. AID 488895, 2010;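 active = mean replicate inhibition at least 50% and at least half of replicates individually reaching 50%; inconclusive = only one of the two criteria met; inactive = neither criterion met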;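 also: exported cargo escapes ClpAP degradation while cytoplasmic cargo is degraded and loses fluorescence; 0% = median of neutral control wells and 100% = median of NaSCN control wells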
# AddAB inh: growth inhibition of E. coli expressing H. pylori AddAB, primary screen, AddAB inhibitor project, absorbance. inhibition, % at 11.9 µM. actives 0.29% (n = 330,000); in the data active = inhibition above about 12%;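 also: 0% = vehicle wells of infected cells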
# Wnt act: Wnt/beta-catenin pathway activators, primary screen, cell-based, plate reader, single point; Wnt/beta-catenin reporter cell assay, activator; activation, % at 9.35 µM; actives 1.2% (n = 300,000); AID 743398, 2014; in the data active = activation above about 30%, passing the limit was not always enough; inconclusive = no clear call, values can overlap the other calls;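 also: 0% = neutral control wells and 100% = positive control wells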
# MITF TRPM1 HTS: activators of MITF-driven TRPM1 promoter reporter, primary screen, cell-based, SK-MEL-5, luciferase, single point | SK-MEL-5 TRPM1-promoter luciferase, 24 h; % of positive control, neutral wells = 0 | activation, % at 12.5 µM | actives 0.75% (n = 300,000) | AID 588334, 2011;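 active = mean activation of at least 80% with every replicate also reaching 80%; inconclusive = mean reaches 80% but some replicate falls short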;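 also: 0% = neutral control wells and 100% = parthenolide positive control wells; values of inactives mirror those of a sister screen read the other way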
# phage Ecoli inh: growth loss of phage-infected E. coli, primary screen, RecBCD inhibitor project, absorbance, with phage, HTS; inhibition, % at 11.9 µM; actives 0.26% (n = 360,000); AID 651602, 2012; in the data active = inhibition above about 11%
# The depositor's hits bear a star; ? = inconclusive; · = not tested or not shown.
SMILES,Ecoli viability,SR-BI DiI-HDL act,CAL PDZ FP-1,SR-BI HDL uptake,CAL PDZ FP-2,Tat transport,AddAB inh,Wnt act,MITF TRPM1 HTS,phage Ecoli inh
CCN(CC)S(=O)(=O)c1cccc(-c2n[nH]c(=S)n2/N=C/c2ccc(OC)cc2)c1,0.7,5,-2,-5,-1.4,-3,4.9,·,8,-0.8
NC(CSC12CC3CC(CC(C3)C1)C2)C(=O)O (centres undefined),-2.7,0,-4,0,-1.8,2,-0.7,·,-6,-1.7
O=C(COc1ccc(Cl)cc1Br)NCC(c1ccco1)N1CCCC1 (centres undefined),-0.5,46,-3,-46,-0.7,-10,-0.3,6,21,1.8
CCN(CC)C(=O)c1cc2c(=O)n3ccccc3nc2s1,1.9,-15,7,15,1.3,-4,-1.1,21,21,3.3
C=CCn1c(SCc2ccccc2C#N)nnc1-c1ccccc1O,3.5,11,3,-11,-1.3,-4,1.0,·,-16,1.2
O=C(N/C(=C\c1cccc([N+](=O)[O-])c1)C(=O)N(CCO)CCO)c1ccco1,-0.6,20,-3,-20,-0.1,-3,2.4,-1,-14,4.7
O=C1CC(N2CCN(S(=O)(=O)c3ccccc3F)CC2)C(=O)N1c1ccc(F)cc1F (centres undefined),-0.9,-10,-2,10,-0.7,-2,1.4,-2,7,1.5
O=C(c1ccc(Cl)c(S(=O)(=O)NCc2ccco2)c1)N1CCN(c2ccc(F)cc2)CC1,-2.0,-46,·,46,0.3,2,2.1,·,·,3.9
C=CCn1c(-c2ccc3ncccc3c2)n[nH]c1=S,-3.3,21,·,-21,-1.1,2,1.9,1,·,0.8
Cc1cc(C)c(NC(=O)NC2CCCCC2)c(C)c1,-1.4,9,-2,-9,-2.7,-10,1.9,·,-2,0.0
CCOC(=O)N1CCN(S(=O)(=O)c2ccc(C(=O)NNc3nc4ccc(Cl)cc4s3)cc2)CC1,4.2,-128,3,128*,1.3,0,2.9,·,-34,·
O=c1c(-c2ccc(Cl)cc2)[n+]([O-])c2ccccc2n1OCc1ccccn1,0.9,-9,-2,9,0.6,-3,1.6,·,-1,3.0
CC[n+]1cc(C)ccc1/C=C/c1ccc(N(C)C)cc1,-0.6,10,-2,-10,-0.1,-9,-1.5,-13,-56,-0.4
CN(C)C(=S)N=c1ssc(=S)n1Cc1ccccc1,·,-15,-1,15,-0.2,5,·,-6,-30,3.1
Cn1c2ccccc2n2c(=O)c(=O)n(CC(=O)c3ccc(Cl)cc3)nc12,0.9,1,0,-1,-0.2,-1,0.9,0,-6,1.9
O=C(CCN1CCCCC1)N1CCc2c([nH]c3ccccc23)C1c1cccnc1 (centres undefined),·,-5,-6,5,-0.3,6,·,-4,·,2.6
O=C(NCC1CCCO1)c1cccc(NS(=O)(=O)c2ccc(Br)cc2)c1 (centres undefined),-1.7,4,·,-4,-0.3,-1,-0.7,-5,-7,3.7
COc1c2ccoc2cc2oc(=O)ccc12,-3.6,-7,-4,7,-1.0,0,-1.4,-2,15,2.5
O=C(NC1CC(=O)N(c2ccc(F)cc2)C1)C(=O)c1c[nH]c2ccccc12 (centres undefined),0.9,3,-2,-3,-1.7,-2,1.4,-1,-19,2.9
CCCCC(=O)N(Cc1ccc2c(c1)OCO2)Cc1nc2ccccc2c(=O)[nH]1,-2.6,3,0,-3,-2.2,1,-1.5,-2,8,3.1
CCC1(CC)C(=O)NC(=O)NC1=S,·,-10,-3,10,0.0,3,·,-3,3,1.0
CCOC(=O)N1CCN(C(=S)NC(=O)c2cc(Br)ccc2Cl)CC1,-1.4,-3,4,3,-0.6,2,5.8,0,2,1.2
COC(=O)C1=C(C)NC2=C(C(=O)CCC2)C1c1coc2ccccc2c1=O (centres undefined),2.2,13,-10,-13,·,1,-2.2,·,3,3.4
O=C(Cn1nc(Cl)nc1Cl)c1ccccc1,0.9,9,-4,-9,·,-8,1.9,-1,-6,1.8
COCCNc1c2c(nc3ccccc13)CCC2,-0.7,17,0,-17,0.7,-2,0.7,0,·,4.9
FC(F)(F)c1cccc(NC(=S)NC(c2ccccc2)c2ccccc2)c1,0.3,-40,-1,40,-0.9,0,2.6,-19,-18,3.1
COc1cccc(C(c2c(N)n(C)c(=O)n(C)c2=O)C(C)[N+](=O)[O-])c1 (centres undefined),-4.0,-1,-2,1,0.3,-5,-1.6,-1,-6,1.4
O=C(Nc1cccc(C(F)(F)F)c1)C(Sc1n[nH]c(=O)[nH]c1=O)c1ccccc1 (centres undefined),0.3,1,-9,-1,-0.7,-4,-0.1,1,-1,1.5
Cn1nnnc1SCC1=C(C(=O)O)N2C(=O)C(NC(=O)Cn3nc(C(F)F)cc3C3CC3)C2SC1 (centres undefined),1.9,18,-1,-18,-4.8,-2,0.0,2,-8,9.3
CC1CCCN(C(=O)CCNS(=O)(=O)c2ccc3c(c2)c(=O)n(C)c(=O)n3C)C1 (centres undefined),0.1,4,-1,-4,0.3,-1,5.3,4,11,0.4
COc1cc(NC(=O)c2ccc(N3CCCC3=O)cc2)cc(OC)c1,1.7,-44,-1,44,-0.8,-7,-0.4,-2,62,2.3
Cc1ccc2nc(/C=C/c3cccc(F)c3)ccc2c1,0.7,-7,2,7,-1.7,-3,0.7,71*,56,4.2
CCn1cc(C=O)c2cc(S(=O)(=O)N3CCOCC3)ccc21,0.5,19,-1,-19,-0.2,-13,5.7,0,-2,0.9
O=C(NCc1ccccc1)C(=O)c1cn(CC(=O)N2CCOCC2)c2ccccc12,-0.2,-4,0,4,-2.5,-3,4.4,25,-4,-2.4
Cc1onc(-c2ccccc2Cl)c1NC(=O)NCc1cccs1,-0.4,16,-3,-16,-0.2,11,1.8,-2,-1,2.1
COc1ccc(CNC(=O)CN(C(=O)CCC(=O)Nc2ccccn2)c2cc(C)ccc2C)cc1,0.6,3,-7,-3,-2.8,-4,5.0,1,-4,-1.3

# Exported bar-delimited: entries from further up.
canonical_smiles | Ecoli viability | SR-BI DiI-HDL act | CAL PDZ FP-1 | SR-BI HDL uptake | CAL PDZ FP-2 | Tat transport | AddAB inh | Wnt act | MITF TRPM1 HTS | phage Ecoli inh
COc1cccc(C(c2c(N)n(C)c(=O)n(C)c2=O)C(C)[N+](=O)[O-])c1 (centres undefined) | -4.0 | -1 | -2 | 1 | 0.3 | -5 | -1.6 | -1 | -6 | 1.4
CC1CCCN(C(=O)CCNS(=O)(=O)c2ccc3c(c2)c(=O)n(C)c(=O)n3C)C1 (centres undefined) | 0.1 | 4 | -1 | -4 | 0.3 | -1 | 5.3 | 4 | 11 | 0.4

# New compounds follow:
SMILES,Ecoli viability,SR-BI DiI-HDL act,CAL PDZ FP-1,SR-BI HDL uptake,CAL PDZ FP-2,Tat transport,AddAB inh,Wnt act,MITF TRPM1 HTS,phage Ecoli inh
COc1ccc(/C=C/C(=O)Nc2ccc(C)cc2)cc1S(=O)(=O)N1CCOCC1,-3.1,-26,-1,26,-2.7,-4,2.3,8,9,-1.0
NC(=O)CC(c1ccccc1)c1ccc2c(c1)OCO2 (centres undefined),·,13,-5,-13,-0.7,-1,·,-1,·,1.9
O=C(O)C(Cc1c[nH]c2ccccc12)NS(=O)(=O)c1cccc(Cl)c1Cl (centres undefined),4.2,-5,-5,5,·,-3,-0.6,2,-4,0.6
CCCc1nc([N+](=O)[O-])c(S(=O)(=O)c2ccccc2)n1CC(C)C,-0.9,28,-3,-28,-0.7,-3,-0.7,4,-50,4.1
Cc1cc(C)nc(N/N=C/c2ccccc2OCc2ccc([N+](=O)[O-])cc2)n1,-0.3,-50,-2,50,-0.2,0,0.1,?,41,0.6
Cc1ccc(CCNC(=O)C2CCN(S(=O)(=O)c3c(C)nn(C)c3C)CC2)cc1,1.3,·,-3,·,0.3,-6,2.0,1,4,2.4
CCOC(=O)[C@@H]1[C@H]2COc3ccccc3[C@@H]2N2C(=O)N(c3ccc(F)cc3)C(=O)[C@@]12C,-0.5,3,-2,-3,-0.9,-10,1.0,0,-4,1.9
COc1ccc(-c2nc(-c3ccc(NC(=O)c4ccncc4)cc3)no2)cc1OC,-4.0,-61,·,65,-2.4,-4,-0.3,·,·,·
COc1ccc(Oc2c(Cl)cnn(-c3ccc(Cl)c(Cl)c3)c2=O)cc1,-1.0,7,-1,-7,0.0,0,4.3,·,-63,2.4
Cc1ccnc2nc(C(=O)OCC(=O)NC3CCC(C)CC3)nn12 (centres undefined),0.3,13,-1,-13,-0.8,-8,0.8,-5,-3,4.5
O=C(Cc1ccc(S(=O)(=O)N2CCOCC2)s1)N1CCN(S(=O)(=O)c2ccccc2[N+](=O)[O-])CC1,·,4,3,-4,-0.7,1,·,-3,-2,1.8
CCN=C1SC(CC(=O)Nc2ccc(N3CCOCC3)cc2)C(=O)N1CC (centres undefined),0.7,-8,-4,8,-2.0,3,4.5,·,7,2.2
Cc1c(CNC2CCCC(C)C2C)c(C(=O)O)c(C)n1Cc1ccccc1 (centres undefined),0.7,-4,-3,4,-0.4,0,1.0,-6,11,0.3
COc1ccc(/C=N\NC(=O)c2ccccc2Cl)cc1COc1c(F)c(F)c(F)c(F)c1F,0.9,5,-2,-5,-3.1,20,2.2,-1,-7,1.9
CCCS(=O)(=O)N1CCCC(c2nc(-c3cccc(OC)c3)no2)C1 (centres undefined),-0.7,-1,-3,1,-0.5,-2,2.2,·,10,-0.1
CC(NC(=O)Cc1cccs1)c1ccc2c(c1)OCO2 (centres undefined),-2.9,1,-3,-1,0.1,-11,0.0,0,4,3.4
CCOc1ccc(-n2c(SCC(=O)N3CCc4ccccc43)nnc2-c2c[nH]c3ccccc23)cc1,1.2,46,1,-46,1.5,1,-1.6,-2,·,1.5
NC(=O)c1c(NC(=O)CN2C(=O)NC(Cc3ccccc3)C2=O)sc2c1CCC2 (centres undefined),-0.9,-15,0,15,-2.2,2,2.8,-3,2,2.2
COC(=O)c1cc(S(=O)(=O)N2CCN(c3ccccc3)CC2)c[nH]1,-0.9,-4,·,4,-1.5,-2,-2.0,3,·,3.6
O=C(Nc1ccc(F)cc1)c1ccc(C(=O)N2CCOCC2)cc1,-2.6,3,-2,-3,-1.4,2,0.7,4,18,3.3
CCOC(=O)CN1C(=O)C(=O)N(Cc2cccc(C)c2)C1=O,-0.2,15,-2,-15,-0.1,-4,-1.2,2,2,2.2
CCCCNC(=O)c1cc(-c2ccc(OC)c(OC)c2)on1,1.3,-7,5,7,-0.8,-1,-0.9,5,25,2.5
CCCc1cc(=O)oc2c(C)c(OCc3nn[nH]n3)ccc12,0.8,6,-17,-6,-3.8,-1,-0.5,-2,·,-2.1
COc1ccccc1C1=CC(=O)CCC1,0.2,6,-1,-6,0.8,-10,3.5,3,2,1.2
